# FLuc counter – qHTS profiling assay for firefly luciferase inhibitor/activator using purifed enzyme and Km concentrations of substrates (counterscreen for miR-21 project) | purified FLuc, Km substrates, luminescence inhibition | Potency, µM (highest dose often 57.5 µM), for the others: at the highest dose activity change, negative = inhibition, usual class: inhibitors | hit rate 6.9% among 360,000 | Luciferin 4-monooxygenase (Photinus pyralis), P08659; active = well fitted inhibition curve with a large enough effect; inconclusive = small, poorly fitted or top-dose-only effect;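 also: plate controls were vehicle for no effect and reference inhibitor for full effect; nearly all actives have a fitted effect of over 55% in size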
# Target sequence (P08659 whole entry, looked up): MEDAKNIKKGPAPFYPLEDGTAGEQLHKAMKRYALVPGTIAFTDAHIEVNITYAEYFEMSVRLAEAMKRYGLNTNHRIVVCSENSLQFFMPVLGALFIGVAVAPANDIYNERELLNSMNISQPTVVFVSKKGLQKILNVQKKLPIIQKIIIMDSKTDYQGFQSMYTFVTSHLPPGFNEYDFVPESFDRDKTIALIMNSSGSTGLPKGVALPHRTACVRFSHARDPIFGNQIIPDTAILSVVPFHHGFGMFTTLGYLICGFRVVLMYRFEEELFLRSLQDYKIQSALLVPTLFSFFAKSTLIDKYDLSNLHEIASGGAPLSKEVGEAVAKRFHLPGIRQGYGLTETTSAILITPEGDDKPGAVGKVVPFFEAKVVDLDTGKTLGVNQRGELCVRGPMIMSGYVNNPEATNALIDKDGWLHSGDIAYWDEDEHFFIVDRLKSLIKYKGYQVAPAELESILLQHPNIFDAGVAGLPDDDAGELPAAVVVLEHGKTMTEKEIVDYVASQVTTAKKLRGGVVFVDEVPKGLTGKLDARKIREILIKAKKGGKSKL
#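 Biochemical qHTS of compounds, final roughly 60 µM downward over six points, against 10 nM purified firefly luciferase using Km concentrations of substrates (10 uM D-luciferin, 10 uM ATP) in Tris acetate pH 7.5 buffer; luminescence output.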
# * marks the source's active call; other numbers are inactive results; ? = inconclusive. Potency is read from the fitted curve at half-maximal effect. Only part of the results is shown, so the mix of outcomes need not match the whole.
molecule | FLuc counter
COc1ccc2nc(N(Cc3cccnc3)C(C)=O)sc2c1 | -12%
COc1cc(Cl)c(C)cc1NC(=O)CC1Oc2ccccc2NC1=O (centres undefined) | -7%
CCCSCCCNC(=O)CN1C(=O)CCn2nc(-c3cn(C)c4ccccc34)cc21 | 4%
Cc1ccc2c(=O)cc(C(=O)Nc3ccc(S(=O)(=O)N4CCCCC4C)cc3)oc2c1C (centres undefined) | 2%
COc1ccccc1NC(=O)CSc1nnc2c3ccccc3n(C)c2n1 | -3%
CCC(C)NC(=O)c1cc2n(n1)CCCN(Cc1ccc(C)cc1)C2=O (centres undefined) | -5%
CCOC(=O)C1CCCN(C(=O)c2ccc3c(c2)N(Cc2ccccc2)C(=O)c2ccccc2S3(=O)=O)C1 (centres undefined) | 1%
Cc1ccc(-c2nnc(Nc3cccc(Br)c3)c3ccccc23)cc1S(=O)(=O)N1CCN(C)CC1 | -8%
COCCCNc1ncnc2onc(-c3ccc(F)cc3)c12 | 0%
CN(C)CCCN(C(=O)c1ccc(Br)s1)c1nc2ccc(F)cc2s1 | -1%
CCOC(=O)c1cc(C)n(CC2CCC(C(=O)Nc3cccc(C)c3)CC2)c1C (centres undefined) | -19%
Cc1ccc(N2CC(NC(=O)Cc3cccs3)CC2=O)cc1 (centres undefined) | -2%
Cc1ccc(-c2nnc(SCC(=O)N3CCc4ccccc43)o2)cc1 | 2%
Cc1ccc2onc(CNC(=O)NCc3ccc(Cl)cc3)c2c1 | ?
Cc1nc(-n2nc(C)c(Cc3ccccc3Cl)c2C)sc1C(=O)N1CCC(C)CC1 | 1%
COc1ccc(S(=O)(=O)Nc2cc3c(cc2NCc2ccccc2)n(C)c(=O)n3C)cc1OC | ?
Cc1cccc(N(C)C(=O)CN(C)S(=O)(=O)c2ccc3[nH]c4c(c3c2)CCCC4)c1 | -19%
COCCn1c(C)cc(O)c(C(c2ccccc2F)N2CCN(c3ccccc3)CC2)c1=O (centres undefined) | 0%
N#Cc1nc(-c2ccc(COc3ccccc3)o2)oc1N1CCN(c2ccccc2)CC1 | -1%
CCOc1ccc2nc(N3CCCC(C(=O)Nc4cccc(Cl)c4C)C3)sc2c1 (centres undefined) | 3.4µM*
COc1ccc(OC)c(C(=O)CSc2ncc3c(n2)-c2ccccc2N(Cc2ccccc2C)S3(=O)=O)c1 | 3%
CC(NC(=O)Cn1c(-c2cccs2)cc2cc(F)ccc21)c1ccccc1 (centres undefined) | 2%
COc1cccc(CNC(=O)C2=C(C)C(=O)OC23CCN(C(C)=O)CC3)c1OC | 3%
O=C1c2ccccc2-c2onc3c(N4CCN(C5CCCCC5)CC4)cc(NCCO)c1c23 | -7%
O=C(CN1C=NS(=O)(=O)c2ccccc21)Nc1ccc(Br)cc1 | 8%
CCOc1ccc(N2CC(NC(=O)c3ccc(S(=O)(=O)N4CCCCC4)cc3)CC2=O)cc1 (centres undefined) | 1%
COCCOC(=O)c1c(C)n(S(=O)(=O)c2ccc(C)cc2)c2ccc(NS(=O)(=O)c3ccc(C)cc3)cc12 | 5%
CCN1CCN(c2nc3c(S(=O)(=O)c4ccc(C)cc4)nnn3c3ccsc23)CC1 | -5%
CCn1c(SCC(=O)Nc2c(C)cccc2C)nnc1-c1nonc1NC(C)=O | -1%
Cc1ccccc1NC(=O)c1ccc(CNS(=O)(=O)c2ccc3c(c2)C(C)(C)C(=O)N3C)cc1 | 3%
Cc1cn2c(=O)c(S(=O)(=O)Nc3ccc(OC(F)(F)F)cc3)c(C)nc2s1 | -19%
CCOC(=O)c1cccc(NC(=O)CC2C(=O)N(c3ccccc3)C(=O)N2Cc2ccco2)c1 (centres undefined) | -10%
COc1ccc(Nc2nc3ccc(C)cc3nc2-n2nc(C)cc2C)cc1Cl | -1%
CCOC(=O)N1CCC(NC(=O)c2cnn(-c3cccc(F)c3)c2-n2cccc2)CC1 | -7%
O=C(Nc1ccccc1-c1nc2ccccc2s1)c1cc(Cl)cc(Cl)c1 | -3%
Cc1ccc(NC(=O)CSc2nc3nc(C)c(Cc4ccccc4)c(C)n3n2)cc1 | -17%
Cc1ccc(NC(=O)CN2C(=O)c3ccccc3Sc3ccc(C(=O)N4CCOCC4)cc32)c(Cl)c1 | -13%
CCOC(=O)CSC1=Nc2ccccc2C2=NC(CCC(=O)NCc3ccc(F)cc3)C(=O)N12 (centres undefined) | 3%
CCc1ccccc1NC(=O)Cn1c(=O)n(-c2ccc(C)c(C)c2)c(=O)c2oc3ccccc3c21 | -2%
CCc1ccccc1NC(=O)Cn1nc2c3cc(F)ccc3n(Cc3cccc(C)c3)cc-2c1=O | -2%
Cc1ccc(S(=O)(=O)c2nnn3c2nc(NC2CCCCCC2)c2sccc23)cc1C | 0%
CCc1ccccc1NC(=O)CSc1nnc(-c2nonc2NC(C)=O)n1C | 4%
CC(C)COc1ccccc1C1CC(=O)Nc2cc3c(cc21)OCO3 (centres undefined) | -19%
CCOC(=O)C1CCN(c2nc3c(S(=O)(=O)c4ccccc4)nnn3c3ccc(Cl)cc23)CC1 | -3%
Cc1nc(CC(=O)Nc2cccc(C)c2C)cs1 | -4%
Cc1cc(C)c(NC(=O)CSc2nc3ccccc3c3nc(CCn4cncc4C)nn23)c(C)c1 | -6%
O=C(c1c[nH]c2ccc(S(=O)(=O)Nc3ccccc3F)cc2c1=O)N1CCCCCC1 | ?
COc1ccc(OC)c(-n2nnc(-c3nc(-c4ccc5c(c4)OCO5)no3)c2C)c1 | 6%
COc1ccc(NC(=O)CSc2oc(-c3cccs3)nc2S(=O)(=O)c2ccc(Br)cc2)c(OC)c1 | 2%
CN(Cc1nc(-c2ccc(Cl)cc2)no1)S(=O)(=O)c1ccccc1 | -17%
Cc1cc(C)c2c(=O)cc(C(=O)Nc3ccc(S(=O)(=O)Nc4onc(C)c4C)cc3)oc2c1 | ?
CC(C)(C)OC(=O)N1CCC(c2c(C(=O)N3CCN(c4ccccn4)CC3)cnn2-c2ccccc2)CC1 | -2%
O=c1cc(CSc2n[nH]c(-c3ccccc3)n2)[nH]c2ccccc12 | -16%
O=C(NCC1(c2ccccc2)CCCC1)C(=O)Nc1cccc(Br)c1 | 4%
Cc1c(C(=O)Nc2ccc(Br)cc2F)oc2ccc(S(=O)(=O)N3CCC4(CC3)OCCO4)cc12 | -1%
Cc1nn2c(C)c(C(=O)N3CCN(c4ccc(Cl)cc4)CC3)cnc2c1-c1ccc(F)cc1 | -10%
COc1ccc(-c2nnc(SCC(=O)Nc3cccc(Cl)c3C)nc2-c2ccc(OC)cc2)cc1 | -1%
Cc1ccc(CNS(=O)(=O)c2ccc3[nH]c4c(c3c2)CCCCC4)cc1 | -11%
Cn1c(=O)c2cc(C(=O)N3CCN(c4ccc(Cl)cc4)CC3)sc2c2ccccc21 | -2%
O=C(CCOc1ccccc1)N(Cc1cccnc1)c1nc2ccc(F)cc2s1 | -11%

# Remaining list, next part:
canonical_smiles | FLuc counter
COc1ccc(CNC(=O)c2cnn(-c3ccc(OC)cc3)c2C2CCN(C(=O)OC(C)(C)C)CC2)cc1 | -1%
Cc1ccc(C(=O)NCCc2ccc(S(N)(=O)=O)cc2)cc1-n1cnc2cccnc21 | 0%
CCOc1ccc(NC(=O)c2cnc3ccccn3c2=O)cc1 | ?
CC1CCCN(Cc2nc3c(c(=O)n(C)c(=O)n3C)n2Cc2ccc(Cl)cc2)C1 (centres undefined) | 1%
O=C(CN1CCN(c2ccc(Cl)cc2)CC1)Nc1ccc(Cl)c(C(F)(F)F)c1 | 1%
CC(C)CCn1c(=O)c2sccc2n2c(CCCC(=O)NCc3ccc(F)cc3)nnc12 | -3%
COc1ccc(C(=O)Nc2cccc(-c3cn4ccsc4n3)c2)c(OC)c1 | 2.7µM*
COc1ccc(-n2nc(C(=O)Nc3ccc(C)cn3)c3c4ccccc4n(C)c3c2=O)cc1 | -2%
Cc1c(CNC(C)c2ccccc2)c(C(=O)O)c(C)n1Cc1c(F)cccc1Cl (centres undefined) | -7%
COc1ccc(S(=O)(=O)c2c(Nc3ccc(F)cc3)sc(C(=O)c3ccc4c(c3)OCO4)c2N)cc1 | 1%
CC(NC(=O)CSc1nc(-c2ccccc2F)nc2cc(=O)[nH]n12)c1nc2ccccc2n1C (centres undefined) | 3%
Cc1nc2ccc(S(=O)(=O)NC(CC(C)C)C(=O)NCc3ccc(Cl)cc3)cc2s1 (centres undefined) | -2%
O=C(Nc1cccc(Cl)c1)c1ccc2nc(CCc3ccccc3)oc2c1 | ?
CN(C)CCNC(=O)c1ccc2nc(Cc3ccccc3)oc2c1 | -6%
Cc1ccc(-n2ncc3c(Nc4ccc(Oc5ccccc5)cc4)ncnc32)c(C)c1 | -2%
Cc1ccc(Oc2c(C(F)(F)F)oc3cc(OCC(=O)NC4CCCCC4)ccc3c2=O)cc1 | 4%
CCc1c(C)sc2c1CCN(C(=O)Nc1ccccc1C(=O)OC)C2c1ccc(F)cc1 (centres undefined) | -1%
Cc1ccc(Cn2nnc3c(=O)[nH]c(C4CCN(C(=O)Cc5ccccc5F)CC4)nc32)cc1 | -16%
O=C(NCc1ccc(F)cc1)c1ccc(Cn2c(SCc3ccc(F)cc3)nc3cccnc32)cc1 | 4.8µM*
CC(=O)c1ccc(NC(=O)CSc2nccn2C2CCCC2)cc1 | -12%
COc1cccc(NC(=O)c2sc3nc(C)c(C(=O)Nc4ccc(C)cc4C)c(-c4sccc4C)c3c2N)c1 | -6%
COc1ccc(OC(=O)c2cn(-c3cccc(OC)c3)c(=O)c3ccccc23)cc1 | -1%
CCc1ccc(N(CC)C(=O)Cn2nc(Cc3cccnc3)c3ccccc3c2=O)cc1 | 1%
Cc1noc(-c2ccc(-c3noc(-c4ccc(Cl)cc4)n3)cc2)n1 | 0%
Cc1ccc(Sc2c(C)nn(C(C)(C)C)c2OC(=O)C(C)(C)C)cc1 | 6%
CCc1ccc(CNC(=O)Cn2ccc3cc(S(=O)(=O)N4CCCCCC4)ccc32)cc1 | -16%
Cc1cccc(N2CCN(c3ccc(NC(=O)c4ccccc4)cc3C(=O)O)CC2C)c1 (centres undefined) | -19%
O=C(Cn1c(=O)c2cccn2c2cccnc21)NCc1cccc(F)c1 | 1%
CCc1nnc(SCC(=O)N(CC)c2ccccc2)c2cc3oc(C)cc3n12 | -10%
COc1ccc(CCC(=O)NCc2ccc3c(c2)CCN3C(=O)c2ccc(C)cc2)cc1 | ?
CCc1ccc(CNC(=O)c2ccc(-c3nc(CS(=O)(=O)c4ccccc4)c(C)o3)cc2)cc1 | -3%
Cc1ccc(NC(=O)C2CCCN2S(=O)(=O)c2ccc3nc(-c4ccccc4)[nH]c3c2)cc1C (centres undefined) | -14%
Cc1ccc2nc(N3CCN(c4ccccc4)CC3)c3nnnn3c2c1 | 3%
CN(Cc1ccccc1)C(=O)c1cn(C)c2ccc(S(=O)(=O)N3CCCCC3)cc2c1=O | -5%
Cc1oc(-c2cccc(Br)c2)nc1CN1CCC(C(=O)NCc2ccccc2)CC1 | -17%
CCCCOc1ccc(C(=O)N/C(=C\c2ccc(Br)cc2)C(=O)NC2CCCCC2)cc1 | -4%
COc1ccc(-c2nc3ccc(NS(=O)(=O)c4ccccc4)cc3o2)cc1 | ?
Cc1ccc2nc3c(cc(C#N)c(=O)n3-c3nnc(SCc4ccc(F)cc4)s3)c(=O)n2c1 | -8%
CCC(=O)Nc1ccc(Cl)c(-c2nc3ccccc3[nH]2)c1 | -9%
CC(C)Cn1c(=O)c2sccc2n2c(CCCC(=O)NCc3ccccc3Cl)nnc12 | 6%
COC(=O)c1ccccc1NC(=O)Nc1cccc(OCc2cc(=O)n3cccc(C)c3n2)c1 | 5%
COc1ccc(CNC(=O)CSCc2nc(-c3ccccc3F)oc2C)cc1 | ?
NC(=O)CSc1ncc2c(n1)-c1ccccc1N(Cc1cccc(F)c1)S2(=O)=O | -2%
Cc1ccc(CNC(=O)CCCN2C(=O)c3cccnc3Oc3ccc(Cl)cc32)cc1 | -11%
COc1cc(NS(=O)(=O)c2c(C(=O)N3CCCCC3)c(C)n(C)c2C)cc(OC)c1OC | 0%
Cc1ccc(-n2c(=O)c3oc4ccccc4c3n(CC(=O)Nc3ccc(F)c(Cl)c3)c2=O)cc1C | 0%
COC(=O)c1cc2sc(C)cc2n1Cc1ccccc1 | -14%
COc1ccc2c(c1)-c1nc(NC(=O)c3cc(Cl)ccc3OC)sc1CC2 | -7%
